# Compound activity deposited in PubChem by The Scripps Research Institute Molecular Screening Center.
# TEAD-YAP block = TEAD-YAP interaction inhibition, primary screen, TEAD-YAP interaction inhibitor project, luminescence, HEK-TIYL cells. TEAD-Gal4/YAP UAS-luciferase luminescence. inhibition, % at 9.12 µM. hit rate 1.4% among 640,000. AID 1259422, 2018; in the data active = inhibition above about 32%;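 also: 0% = median of test compound wells and 100% = reference inhibitor wells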
# FBW7 activator = FBW7 E3 ligase activators, primary screen, biochemical, AlphaScreen, human. F-box/WD repeat-containing protein 7 (Homo sapiens), Q969H0. AlphaScreen FBW7–phospho-cyclin E peptide binding, activator screen. normalized activity (activation), % at 26.1 µM. hit rate 0.13% among 650,000. AID 1259310, 2017; in the data active = normalized activity above about 1.9%;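 also: purified mutant Fbw7 with reduced substrate affinity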
# MITF inh = MITF inhibitors, primary screen, biochemical, AlphaScreen, human | Microphthalmia-associated transcription factor (Homo sapiens), O75030 | AlphaScreen MITF homodimerization, bead proximity signal | inhibition, % at 2.6 µM | hit rate 0.91% among 650,000 | AID 1259374, 2018; in the data active = inhibition above about 50%;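 also: 0% = vehicle wells with protein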
# Target sequence (O75030 whole entry, looked up): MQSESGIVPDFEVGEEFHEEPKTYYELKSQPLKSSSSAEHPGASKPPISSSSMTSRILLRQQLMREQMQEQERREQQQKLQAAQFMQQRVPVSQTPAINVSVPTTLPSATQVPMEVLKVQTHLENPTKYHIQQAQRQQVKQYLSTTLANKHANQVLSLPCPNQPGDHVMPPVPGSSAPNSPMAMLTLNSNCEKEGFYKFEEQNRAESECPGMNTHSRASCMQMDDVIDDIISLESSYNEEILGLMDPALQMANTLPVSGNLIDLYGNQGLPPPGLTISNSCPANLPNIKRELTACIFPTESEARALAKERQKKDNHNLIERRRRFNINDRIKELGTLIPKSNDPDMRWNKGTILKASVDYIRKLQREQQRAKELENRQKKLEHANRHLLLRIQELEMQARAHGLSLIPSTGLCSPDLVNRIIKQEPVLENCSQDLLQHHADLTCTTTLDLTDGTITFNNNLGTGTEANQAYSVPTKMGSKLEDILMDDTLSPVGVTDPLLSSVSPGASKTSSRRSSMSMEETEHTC
# GPR151 activ = activators of human GPR151, primary screen, cell-based, PathHunter beta-arrestin, luminescence. G-protein coupled receptor 151 (Homo sapiens), Q8TDV0. PathHunter beta-arrestin GPR151 cells. activation, % at 11.2 µM. hit rate 1% among 650,000; in the data active = activation above about 4.9%;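 also: 0% = median of compound wells and 100% = cells with positive control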
# Target sequence (Q8TDV0 whole entry, looked up): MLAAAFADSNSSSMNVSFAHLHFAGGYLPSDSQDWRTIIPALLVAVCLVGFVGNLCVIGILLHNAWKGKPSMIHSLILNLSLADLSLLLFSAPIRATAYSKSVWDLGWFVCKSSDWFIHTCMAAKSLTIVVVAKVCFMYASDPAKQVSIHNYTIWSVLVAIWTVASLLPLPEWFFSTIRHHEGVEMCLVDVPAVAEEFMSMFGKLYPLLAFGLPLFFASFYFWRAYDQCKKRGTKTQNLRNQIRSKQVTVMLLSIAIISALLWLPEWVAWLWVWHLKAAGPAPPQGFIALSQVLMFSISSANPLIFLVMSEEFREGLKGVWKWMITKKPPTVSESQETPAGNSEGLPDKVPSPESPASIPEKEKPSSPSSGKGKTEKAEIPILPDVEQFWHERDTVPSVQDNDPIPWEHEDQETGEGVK
# Active calls of the source: *; nt = no result given.
cpd	SMILES	TEAD-YAP block	FBW7 activator	MITF inh	GPR151 activ
1	CS(=O)(=O)N1CCN(c2nnc(-c3ccccc3)c3ccccc23)CC1	0.8	-0.1	-5.1	-0.3
2	O=c1[nH]c(Nc2nc3ccccc3o2)nc2cc(Cl)ccc12	3.5	0.0	3.0	0.8
3	COc1ccc(NC(=O)c2ccc(S(=O)(=O)NCc3cccnc3)cc2)cc1	-6.0	-0.1	1.9	2.5
4	COCc1ccc(CN2CCOc3ccc(C4(O)CCN(C)CC4)cc3C2)o1	4.0	0.1	-8.7	-0.3
5	COCC(C)Nc1ncnc2c1c(-c1ccccc1)cn2-c1ccc(C)cc1 (stereo not given)	2.1	-0.2	2.3	-0.5
6	OC1CN=C2CCCc3c2n(c2cc(Cl)ccc32)C1 (stereo not given)	9.1	0.4	1.1	0.9
7	Cc1ccccc1NC(=O)CSc1nnc2[nH]c(=O)ccn12	-2.9	0.0	6.5	-2.9
8	COC(=O)c1sc(=S)n(-c2cc(OC)ccc2OC)c1N	-6.5	-0.1	7.0	-0.7
9	Cc1cc(O)cc2c1C(=O)/C(=C/c1cccc(Cl)c1)O2	25.9	-0.1	10.3	-5.6
10	O=C(c1ccc2c(c1)C1C=CCC1C(c1ccc(Cl)cc1)N2)N1CCOCC1 (stereo not given)	-6.7	-0.2	5.7	-0.8
11	Nc1ccccc1C(=O)CSc1ccccn1	-52.3	-0.1	-6.1	-0.8
12	O=C1CCC(=O)N1Cc1ccc(Cl)cc1	4.1	0.0	1.3	0.1
13	C=CCn1c(SCC(N)=O)nc2scc(-c3ccc(F)cc3)c2c1=O	4.5	0.0	-9.1	0.6
14	NN1CC(=O)N(c2ccccc2F)CC1=O	6.0	-0.1	-12.8	2.2
15	COc1cccc(-c2nn3c(=S)cc(C)nc3s2)c1	-4.4	0.0	-13.4	-2.0
16	COc1ccccc1CN1CCC2(CCC(CNC(=O)c3ccc(F)c(Cl)c3)O2)CC1 (stereo not given)	-5.5	0.6	2.5	-0.1
17	COCCNC(=S)NCCNc1nc2ccc(OC)cc2cc1C#N	3.9	0.1	19.1	-0.6
18	CN(C)CCNc1ccnc2c(-c3ccc(CO)cc3)cnn12	-23.3	1.6	1.1	-0.4
19	COc1ccc(-n2ccnc(SCc3ccccc3Cl)c2=O)cc1	-12.8	0.2	-7.5	0.9
20	CCOC(=O)c1[nH]c2ccccc2c1CC#N	4.7	0.0	6.4	1.4

# Retrieved one by one from the list above (2):
cpd	SMILES	TEAD-YAP block	FBW7 activator	MITF inh	GPR151 activ
13	C=CCn1c(SCC(N)=O)nc2scc(-c3ccc(F)cc3)c2c1=O	4.5	0.0	-9.1	0.6
16	COc1ccccc1CN1CCC2(CCC(CNC(=O)c3ccc(F)c(Cl)c3)O2)CC1 (stereo not given)	-5.5	0.6	2.5	-0.1

# Remaining list, next part
cpd	SMILES	TEAD-YAP block	FBW7 activator	MITF inh	GPR151 activ
21	CC1(C)COc2ccc(NC(=O)CCc3ccccc3)cc2NC1=O	-2.9	0.7	16.3	-1.5
22	COc1ccc(-n2cc3c(c(C#N)c2=N)CC(C)(C)CC3=O)c(OC)c1	9.2	0.1	14.5	0.0
23	CCOc1ccc2sc(NC(=O)C(C)N3C(=O)C4C5C=CC(C5)C4C3=O)nc2c1 (stereo not given)	-6.5	-0.1	11.2	0.0
24	CCNC(=O)C(=O)NCC1OCCCN1S(=O)(=O)c1ccc(F)cc1C (stereo not given)	-15.9	0.1	-8.8	2.4
25	Cc1ccc(NC(=O)c2ccn[nH]2)c(C)c1	-6.7	0.1	-11.2	-0.1
26	COC(=O)C1=C(C)OC(N)=C(C#N)C1c1cc2cc3c(cc2nc1Cl)OCCO3 (stereo not given)	-20.3	-0.1	9.9	1.4
27	COc1ccc(OC)c(CN2CCCC(CCC(=O)N(C)CCc3ccccn3)C2)c1 (stereo not given)	-0.5	0.1	10.8	-0.6
28	COCCn1c(=O)[nH]c2cc(C(=O)NCCc3ccc(OC)c(OC)c3)ccc2c1=O	10.9	-0.1	-2.6	1.5
29	COc1ccc2oc(C)c(C(=O)Cn3ccnc3)c2c1	5.2	0.2	15.6	1.5
30	COC(=O)C(CCSC)NC(=O)c1cc([N+](=O)[O-])cc([N+](=O)[O-])c1 (stereo not given)	-4.8	-0.1	0.2	0.6
31	Cc1ccc(OCC(=O)N/N=C/c2ccc([N+](=O)[O-])cc2)cc1	2.1	0.2	15.6	-0.1
32	Cc1ccc(Cn2cc(SCC(=O)Nc3cc(C)on3)c3ccccc32)cc1	13.4	0.2	9.3	-0.1
33	COc1ccc(-c2noc(CNC(=O)Cc3ccc(OC)c(OC)c3)n2)cc1	7.5	0.8	6.3	5.1*
34	O=C(Cc1cn(-c2ccc(NCc3cccnc3)nn2)c2ccccc12)NCc1cccnc1	-1.0	0.0	13.1	-2.1
35	Cc1cc(=O)n2c(-c3cccc(NC(=O)CC4CCCC4)c3)csc2n1	-3.4	-0.1	-22.9	-1.4
36	CC(=Nc1ccc(-c2nc3ccc(C)cc3s2)cc1)C1=C(O)c2ccccc2C1=O	30.7	-0.1	-4.8	0.2
37	O=C(O)c1ccccc1C(=O)n1c(-c2ccccc2)nc2ccccc21	-67.3	-0.1	-10.1	-5.9
38	O=c1c(=O)n2c(nn1Cc1ccccc1Cl)sc1ccccc12	0.9	-0.1	6.7	0.5
39	CCOc1ccc(C(=O)Nc2c3c(nn2-c2ccc(C)cc2)CSC3)cc1OCC	5.9	0.7	10.7	-1.8
40	COC(=O)c1ccc(/C=c2\sc3ncnn3c2=O)cc1	-11.4	0.0	3.8	-1.1
41	Fc1ccc(-n2cc(-c3ccccc3)c3c(Nc4ccccc4)ncnc32)cc1	-2.0	-0.1	-0.4	0.3
42	Cc1cc(NCCO)nc(N2CCc3ccccc3C2)n1	-16.0	0.4	13.5	-1.1
43	CCN(CC)c1ccc(-n2c(C)cc(C=O)c2C)cc1	11.0	-0.1	9.6	0.2
44	c1cc(Nc2nc(NC3CC3)c3[nH]cnc3n2)ccn1	11.3	-0.1	1.3	0.4
45	CC(=O)Nc1ccc(C(=O)OCC(=O)N(C)C2CCS(=O)(=O)C2)cc1 (stereo not given)	-13.1	0.0	-8.9	-0.1
46	COc1ccnc(CS(=O)c2nc3ccc(OC(F)F)cc3[nH]2)c1OC (stereo not given)	-7.9	-0.1	1.9	0.5
47	O=C(O)c1cccc(NS(=O)(=O)c2ccc(Cl)c(C(=O)Nc3ccccc3)c2)c1	4.0	0.2	0.9	3.8
48	N#Cc1c(NC(=O)c2ccco2)sc2c1CCCCC2	4.7	0.1	14.3	-1.9
49	COc1ccccc1NC(=O)CC(NCCN(C)C)C(=O)O (stereo not given)	2.9	-0.4	13.8	-1.1
50	CC1CCN(S(=O)(=O)c2ccc(NC(=O)CC(C)(C)C)cc2)CC1	11.3	0.2	0.9	1.1
51	CCn1cc(CN(C)C(=S)Nc2cccc(C(C)=O)c2)c(C)n1	7.0	-0.1	8.8	2.8
52	O=C(c1ccccc1)N1CCN(c2ccc([N+](=O)[O-])c(NCCc3ccccc3)c2)CC1	-1.5	0.0	3.9	0.1
53	Cc1cc(OCC(=O)Nc2nccs2)cc(C)c1Cl	-27.2	-0.1	3.2	1.5
54	NC(=NCCc1ccccc1)c1cc(I)cc([N+](=O)[O-])c1	-8.2	-0.1	-7.9	0.5
55	C=CCNc1ncnc2c1c(-c1ccccc1)cn2-c1ccc(OCC)cc1	-3.0	-0.3	-1.2	-0.3
56	Cc1ccc(S(=O)(=O)N(C)c2ccccc2C(=O)NC(C)(C)C)cc1	-6.0	-0.2	-2.0	1.4
57	Cc1ccc(/C(O)=C2/C(=O)C(=O)N(CC(C)O)C2c2cccc(F)c2)cc1 (stereo not given)	16.5	0.2	1.0	0.5
58	CCC(NC(=O)NCc1ccccc1)(C(F)(F)F)C(F)(F)F	-3.1	-0.1	5.9	0.8
59	COc1cc(/C=N/Nc2nc3ccccc3s2)ccc1OCC#N	-28.3	0.1	1.4	-0.1
60	Cc1ccc(S(=O)(=O)Nc2cccc(C(=O)O)c2)cc1C(N)=O	-8.4	0.0	-15.3	2.6
61	CC(=O)c1ccc(NC(=O)c2ccc(C(=O)Nc3ccc(C(C)=O)cc3)nc2)cc1	6.3	0.5	4.8	-1.3
62	CCOc1ccc(CCNc2c(-c3ccc4c(c3)OCC(=O)N4)c(=O)c2=O)cc1OCC	-5.2	0.3	9.5	-0.7
63	O=C1CC2(CCN(C(=O)Cc3ccc([N+](=O)[O-])cc3)CC2)Oc2ccccc21	6.2	0.8	15.3	-0.9
64	O=c1[nH]c(O)c(N=Nc2cc([N+](=O)[O-])ccc2Br)c(=O)[nH]1	2.6	0.6	-1.5	1.4
65	COc1ccc(O[C@H]2C=C[C@@H](c3ccccc3)O[C@@H]2COC(=O)CC/C(C)=N/O[C@H](C)c2cn([C@H](CO)Cc3ccccc3)nn2)cc1	nt	-0.2	6.9	0.7
66	COc1ccc(C(C)NC(=O)C(C)(C)C)cc1OC (stereo not given)	1.4	0.0	8.9	1.3
67	O=C1CCCc2oc3c(cc(NS(=O)(=O)c4ccccc4)c4ccccc43)c21	-0.9	-0.1	0.8	0.3
68	CCOC(=O)C1=C(C)N=c2s/c(=C\c3cc(C)n(-c4ccc(Cl)cc4)c3C)c(=O)n2C1c1cccs1 (stereo not given)	12.4	-0.1	1.8	0.5
69	COc1cccc(NC(=O)Cn2c(=O)oc3cc(S(=O)(=O)N4CCCC4)ccc32)c1	-0.9	0.2	-5.2	2.1
70	CS(=O)(=O)N(CC(=O)Nc1ccc(F)c(Cl)c1)c1cccc2ccccc12	3.8	0.0	-8.2	-1.3
71	O=C1c2ccccc2NC(c2ccncc2)N1c1ccccn1 (stereo not given)	-8.0	-0.1	-4.2	-1.2
72	O=C(CCS(=O)(=O)c1ccc(Br)cc1)Nc1cccc(Cl)c1	-6.7	0.9	13.6	2.8
73	CCOC(=O)c1c(NC(=O)c2ccco2)sc(C(=O)N2CCCC2)c1C	-14.5	-0.2	2.6	0.5
74	C/C(=N\Nc1ccc([N+](=O)[O-])cc1)c1ccc(O)cc1	-5.7	0.2	5.6	0.5
75	Cc1cccc(-n2nc3c(c2NC(=O)COc2ccc4ccccc4c2)CSC3)c1C	-10.7	-0.1	6.4	0.4
76	CCOc1ccc2nc(NCCCNC(=O)c3c(F)cccc3F)c(C#N)cc2c1	-0.6	0.1	-2.6	2.7
77	O=C(O)c1c[nH]n2c(=O)cc(CSc3ccc(Cl)cc3)nc12	2.0	0.6	12.4	-1.5
78	COc1cc2cc(CN(CC3CCCO3)C(=O)Nc3ccccc3)c(=O)[nH]c2cc1OC (stereo not given)	0.9	0.1	19.4	-0.3
79	Cc1ccc(N2C(=O)c3ccc(-c4nc5ccccc5c(=O)o4)cc3C2=O)cc1C	-6.9	-0.1	-4.0	-0.4
80	CN(C)/C=C/c1c(C=O)c2cc([N+](=O)[O-])ccc2n1C	2.5	0.7	14.9	0.9

# Remaining list, next part.
cpd	SMILES	TEAD-YAP block	FBW7 activator	MITF inh	GPR151 activ
81	CC(=O)c1ccc(OC(C)C)c(Cc2c(O)nc(N)[nH]c2=O)c1	-0.1	0.2	11.2	-0.2
82	CC(C)(C)c1ccc(-c2csc(NC(=O)c3cccc([N+](=O)[O-])c3)n2)cc1	-3.8	0.1	0.7	-0.2
83	CCCc1cc(C(=O)Nc2ccccc2C(=O)OC)no1	-6.3	0.1	-8.2	0.7
84	C/C(=N\NC(=O)C(N)=O)c1ccc(Cl)c([N+](=O)[O-])c1	2.2	-0.1	-13.4	-0.5
85	CCOC(=O)c1ccc(-n2[nH]c(C)cc2=O)cc1	-41.5	1.2	0.0	0.1
86	O=C(NCCOc1ccccc1)c1cccc(Nc2ccccn2)n1	-7.7	0.2	9.4	-0.6
87	COc1ccccc1N1C(=O)c2ccc(C(=O)Nc3ccccn3)cc2C1=O	4.3	-0.1	-14.3	0.6
88	CCC1CCc2c(sc(NC(=O)c3cccc([N+](=O)[O-])c3C)c2C(N)=O)C1 (stereo not given)	0.0	0.0	-11.8	-0.7
89	COc1ccc(-c2nnc(SCC(=O)NC3CCCCC3)o2)cc1	0.1	0.3	23.5	-1.2
90	Brc1cccc(CSc2nnc(-c3ccco3)o2)c1	2.2	0.1	1.0	0.3
91	N#Cc1cc2cc3c(cc2nc1SCC(=O)N1CC(=O)Nc2ccccc21)OCO3	-5.7	-0.1	1.2	-0.5
92	Cc1cc(C)cc(OCC(=O)N2CCN(c3ccccn3)CC2)c1	-4.8	0.1	4.1	2.7
93	Cc1cccc(NC(=O)CSc2ccc3nnc(-c4ccccc4)n3n2)c1	-8.2	-0.3	-4.7	2.9
94	CCc1ccccc1NC(=O)CCC(=O)O	5.6	0.0	-21.4	-0.9

# Gathered by group, those above with a COOH group.
cpd	SMILES	TEAD-YAP block	FBW7 activator	MITF inh	GPR151 activ
37	O=C(O)c1ccccc1C(=O)n1c(-c2ccccc2)nc2ccccc21	-67.3	-0.1	-10.1	-5.9
47	O=C(O)c1cccc(NS(=O)(=O)c2ccc(Cl)c(C(=O)Nc3ccccc3)c2)c1	4.0	0.2	0.9	3.8
49	COc1ccccc1NC(=O)CC(NCCN(C)C)C(=O)O (stereo not given)	2.9	-0.4	13.8	-1.1
60	Cc1ccc(S(=O)(=O)Nc2cccc(C(=O)O)c2)cc1C(N)=O	-8.4	0.0	-15.3	2.6
77	O=C(O)c1c[nH]n2c(=O)cc(CSc3ccc(Cl)cc3)nc12	2.0	0.6	12.4	-1.5
94	CCc1ccccc1NC(=O)CCC(=O)O	5.6	0.0	-21.4	-0.9
